Assay outcomes deposited in PubChem by several laboratories.
BaF3 parental: parental Ba/F3 cell viability inhibition, counter-screen for JAK2V617F inhibitor project, murine pro-B, CellTiter-Glo luminescence; CellTiter-Glo ATP luminescence; inhibition, % at 5.6 µM; actives 1.1% (n = 220,000);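 active = inhibition above a per-campaign cutoff, the mean inhibition of all tested compounds plus 3 SD, cut at about 27% in these data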;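 also: 0% = DMSO wells and 100% = JAK Inhibitor I control wells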
p97 inhibitor: inhibitors of human p97 ATPase, primary screen, biochemical; inhibition, % at 8 µM; actives 0.42% (n = 220,000); recombinant p97 ATPase, Kinase-Glo ATP luminescence, 3 h; Transitional endoplasmic reticulum ATPase (Homo sapiens), P55072; in the data active = inhibition above about 15%;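 also: 0% = DMSO vehicle and 100% = wells lacking enzyme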
p47phox inh: p47phox/p22phox peptide binding inhibitors, primary screen, biochemical, uHTS, NADPH oxidase regulatory subunit; inhibition, % at 24.7 µM; actives 0.53% (n = 220,000); fluorescence polarization, 2 h; AID 1274, 2008; Neutrophil cytosol factor 1 (Homo sapiens), P14598;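 active = inhibition above about 30%, limit read from the data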;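 also: 0% = p47phox with labelled peptide and 100% = labelled peptide alone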
Target sequence (P14598 whole entry, looked up): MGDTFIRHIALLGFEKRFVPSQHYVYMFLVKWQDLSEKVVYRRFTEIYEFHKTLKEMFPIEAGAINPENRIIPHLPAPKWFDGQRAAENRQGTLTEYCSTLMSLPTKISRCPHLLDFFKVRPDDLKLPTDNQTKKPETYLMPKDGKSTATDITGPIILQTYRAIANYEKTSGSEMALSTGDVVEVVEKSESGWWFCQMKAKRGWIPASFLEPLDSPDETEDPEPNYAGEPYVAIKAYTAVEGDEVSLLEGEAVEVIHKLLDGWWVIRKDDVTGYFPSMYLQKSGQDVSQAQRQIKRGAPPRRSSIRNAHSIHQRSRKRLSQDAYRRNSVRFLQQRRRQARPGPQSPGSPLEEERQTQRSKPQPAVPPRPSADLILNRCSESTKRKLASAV
TbHK1 inh: Trypanosoma brucei hexokinase 1 inhibitors, primary screen, biochemical, G6PDH-coupled NADH absorbance, MLSCN library; hexokinase 1 [Trypanosoma brucei]; recombinant TbHK1, G6PDH-coupled NADH A340; inhibition, % at 10 µM; actives 0.11% (n = 220,000); AID 1430, 2008;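 active = inhibition of 50% or more in the single-dose primary screen; inactive = inhibition below 50%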
Furin inh: human furin inhibitors, primary screen, biochemical, fluorescence intensity. P09958. purified furin, fluorogenic substrate cleavage. inhibition, % at 30 µM. actives 0.061% (n = 220,000); in the data active = inhibition above about 25%; also: inactives centre near -15
Target sequence (P09958 108-714 limits assumed): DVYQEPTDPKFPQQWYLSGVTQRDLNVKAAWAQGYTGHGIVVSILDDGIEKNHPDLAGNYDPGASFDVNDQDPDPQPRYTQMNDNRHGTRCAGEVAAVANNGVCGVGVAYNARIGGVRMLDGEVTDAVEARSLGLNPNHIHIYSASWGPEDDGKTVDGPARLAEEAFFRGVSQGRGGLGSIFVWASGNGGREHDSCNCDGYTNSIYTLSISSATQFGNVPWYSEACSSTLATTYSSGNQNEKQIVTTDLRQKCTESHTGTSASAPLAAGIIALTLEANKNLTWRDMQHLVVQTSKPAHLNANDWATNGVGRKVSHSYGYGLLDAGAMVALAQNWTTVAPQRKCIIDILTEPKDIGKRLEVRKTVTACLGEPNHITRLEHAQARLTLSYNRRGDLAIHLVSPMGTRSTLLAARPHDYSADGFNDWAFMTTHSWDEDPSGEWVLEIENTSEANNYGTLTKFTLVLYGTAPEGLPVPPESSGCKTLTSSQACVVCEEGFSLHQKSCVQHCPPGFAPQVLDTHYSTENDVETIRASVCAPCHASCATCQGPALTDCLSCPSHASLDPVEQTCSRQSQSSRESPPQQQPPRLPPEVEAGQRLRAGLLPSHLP
RBBP9 inhibitor: human RBBP9 inhibitors, primary screen, biochemical, fluorescence polarization, FP-Rh probe, HTS | recombinant RBBP9 | actives 0.2% (n = 220,000) | inhibition, % at 7.94 µM | AID 1515, 2009 | Serine hydrolase RBBP9 (Homo sapiens), O75884;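 active = inhibition above the campaign mean of all tested compounds plus 3 SD, cut at about 14% in these data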;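 also: plate controls were DMSO wells with RBBP9 for no effect and wells lacking RBBP9 protein for full effect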
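Measured by: FP readout at 525/598 nm; material: recombinant human RBBP9; also added: Serine-hydrolase probe FP-Rh, 375 nM pre-mixing; medium: Tris buffer pH 8.0, NaCl, Pluronic; replication: one well per compound; doses: one concentration, 7.94 µM nominal, 0.794% DMSO; timing: preincubation 30 min plus labeling 45 min at 25 °C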
Ba/F3 V617F tox: reduced viability of JAK2V617F-dependent Ba/F3 cells, primary screen, JAK2V617F inhibitor project, cell-based, Ba/F3 EpoR-JAK2V617F, luminescence; ATP luminescence; inhibition, % at 5.6 µM; actives 1.1% (n = 220,000);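 active = inhibition above the campaign mean plus 3 SD over all tested compounds, cut at about 24% in these data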;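 also: cytokine-independent growth of Ba/F3 cells driven by EpoR plus mutant JAK2; 0% = DMSO-treated cells and 100% = JAK inhibitor I control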
EP2 antag: human EP2 receptor antagonists, primary screen, TR-FRET cAMP, C6 glioma cells | Prostaglandin E2 receptor EP2 subtype (Homo sapiens), P43116 | C6 glioma cells expressing human EP2; cells stimulated with saturating PGE2 | inhibition, % at 25 µM | actives 0.52% (n = 260,000);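 active = percent inhibition above 40 after rounding to a whole number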;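 also: rat C6 glioma host cells with rolipram phosphodiesterase inhibitor present; the protocol text gives 20 µM as final concentration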
PPC-1+TRAIL kill: compounds killing PPC-1 cancer cells with TRAIL present, primary screen, TRAIL potentiator project, ATPLite luminescence, uHTS; cell killing (% activity), % at 4 µM; PPC-1 cells + TRAIL, ATPLite viability luminescence; actives 0.41% (n = 220,000);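 active = cell killing above 50% in the first pass at 4 µM, then a duplicate retest at 5 µM averaging 50% or more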;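 also: plate controls were cells with TRAIL plus DMSO for no effect and medium-only wells lacking cells for full effect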
* marks the source's active call; other numbers are inactive results; x = not tested or not shown; & = joins results of further samples; [ ] = remark or other dose. Not all compounds are listed, so the mix of outcomes need not match the whole.

Every second line gives: BaF3 parental	p97 inhibitor	p47phox inh	TbHK1 inh	Furin inh	RBBP9 inhibitor	Ba/F3 V617F tox	EP2 antag	PPC-1+TRAIL kill
CCc1ccc(OCC(=O)O/N=C(\N)c2ccccn2)cc1
    -1	-4	-2	-6	-15	-3	-1	8	0
O=S(=O)(Nc1cccnc1Cl)c1ccc2c(c1)OCCO2
    7	4	-7	4	-19[20 µM]	-3	-2	3	20
CCn1cc(SCC(=O)N2CCOCC2)c2ccccc21
    -2	-3	-4	-1	4	-6	-5	9	6
Cc1cc(C)cc(OC(=O)CCN2C(=O)c3ccccc3C2=O)c1
    3	-2	5	1	-12[20 µM]	0	-2	1	11
CC1(C)Oc2ccc(C(=O)N3CCc4ccccc43)cc2N(CC(=O)N2CCCC2)C1=O
    8	-4	-6	-10	-14	-6	2	9	1
COc1ccc(NC(=S)NC(C)c2ccncc2)cc1OC (stereo unspecified)
    -3	5	1	1	-23	2	-2	4	8
O=C(Oc1ccc(Br)cc1C(=O)/C=C/c1ccccc1F)c1ccco1
    6	3	x	-3	-7[20 µM]	-18	-2	x	x
O=C(NCc1ccccc1Cl)C1CCC(CNc2nc(=S)[nH]c3ccccc23)CC1 (stereo unspecified)
    8	11	-187	-4	-13	-3	0	4	38
C/C(=N\NC(=O)c1ccccc1NC(=O)c1ccc(Cl)cc1)c1ccncc1
    21	-57	3	-3	-18	1	19	8	97*[5 µM]
Brc1ccc(-c2csc3ncnc(-n4nnc5ccccc54)c23)cc1
    -2	0	-10	-2	-17	-3	-6	8	20
Cc1ccsc1/C=N/n1c(=S)[nH]nc(C)c1=O
    7	-3	-14	3	-18	-6	1	23	26
CCCNC(=O)c1ccc(C2SCC(=O)N2CCc2ccccc2)cc1 (stereo unspecified)
    3	-2	-7	2	-13	-10	0	1	-4
CCOc1ccccc1C(=O)OCC(=O)Nc1ccc(N2CCCCC2)cc1
    2	-1	4	-11	-19[20 µM]	-3	-2	5	0
FC(F)(F)c1ccnc(N2CCN(Cc3cnc(-c4ccccc4)[nH]3)CC2)c1
    -1	-2	-17	-21	-16	2	2	4	7
CCN1C(=O)CC(N2CCC(Nc3ccc(F)cc3)CC2)C1=O (stereo unspecified)
    5	-1	-8	7	-24[20 µM]	0	0	9	26
N#CCCN(Cc1cccnc1)C(=O)Nc1ccccc1
    0	2	-7	-4	-7[20 µM]	0	-5	9	-23
O=C(CSc1nc2ccccc2c(=O)n1Cc1ccco1)NCc1ccco1
    5	1	-7	4	-13[20 µM]	-5	-1	3	-1
CCc1nnc(NC(=O)CSc2nc3ccccc3o2)s1
    3	3	-10	-1	-11[20 µM]	-6	-1	8	16
Cc1c([N+](=O)[O-])c(C(=O)Nc2ccc3c(c2)OCCO3)nn1C
    3	0	-2	-8	-18[20 µM]	2	-3	32	23
CCOC(=O)C1C(c2ccccc2)NC(=S)NC1(C)O (stereo unspecified)
    2	-4	9	7	-10	-10	3	7	8

Next part, overlapping the part above by two compounds.
Every second line gives: BaF3 parental	p97 inhibitor	p47phox inh	TbHK1 inh	Furin inh	RBBP9 inhibitor	Ba/F3 V617F tox	EP2 antag	PPC-1+TRAIL kill
Cc1c([N+](=O)[O-])c(C(=O)Nc2ccc3c(c2)OCCO3)nn1C
    3	0	-2	-8	-18[20 µM]	2	-3	32	23
CCOC(=O)C1C(c2ccccc2)NC(=S)NC1(C)O (stereo unspecified)
    2	-4	9	7	-10	-10	3	7	8
O=C(O)COc1ccc(Nc2ccccc2)cc1
    5	0	1	-6	-31	-6	2	13	14
O=C(Cn1c(=O)n(Cc2ccco2)c(=O)c2c3c(sc21)CCCCC3)c1ccccc1
    5	2	-39	1	-19[20 µM]	-16	0	8	19
Cc1ccc2cc(CCNC(=O)c3ccc(C)c([N+](=O)[O-])c3)c(=O)[nH]c2c1
    2	2	2	0	-28	-8	1	10	1
CCOC(=O)C1CCN(c2ncnc3c2cnn3-c2ccc(Cl)cc2)CC1
    2	4	-7	19	-23	-2	-2	11	25
Cc1ccc(S(=O)(=O)/N=C2/NC(=O)/C(=C\c3ccco3)S2)cc1
    0	2	-16	2	-5[20 µM]	-8	-4	x	-4
CCn1c(SCC(=O)N2CCCc3ccccc32)nc2cccnc21
    1	13	-3	-3	4[20 µM]	-3	-3	19	-4
COCCn1nnnc1C(c1cc2ccc(OC)cc2[nH]c1=O)N1CCN(C2CCCCC2)CC1 (stereo unspecified)
    -3	0	-18	-24	-19	-3	-4	12	-20[5 µM]
Cn1nc(C(F)(F)F)c(/C=N/OC(=O)c2ccccc2Cl)c1SCc1ccc(Cl)cc1
    2	1	-8	-2	-18[20 µM]	-5	-1	2	21
CCC(=O)N1CCc2cc(S(=O)(=O)NCCN3CCC(C)CC3)ccc21
    4	-6	-10	-2	-16[20 µM]	-1	2	9	18
CC1CC(CCC(=O)NC(=S)Nc2ccc(Cl)cn2)C(=O)O1 (stereo unspecified)
    7	1	0	2	-25	-6	-3	1	12
O=C(NCc1ccc2c(c1)OCO2)c1ccc2c(c1)N(Cc1c(F)cccc1Cl)C(=O)CS2
    6	-5	-10	6	-3	-7	3	12	-7
CCC(N1CCOC1=O)S(=O)(=O)c1ccc(C)cc1 (stereo unspecified)
    3	4	-11	-4	-14[20 µM]	-4	1	13	36
Brc1ccc(-c2nnc3n2C2(CCCC2)Cc2ccccc2-3)o1
    4	-7	8	-3	-12[20 µM]	8	-1	10	26
CCN(CC)C(=O)c1ccc(O)c(OC)c1
    5	3	-11	-2	-17	-9	-2	13&14	-8
CCS(=O)(=O)Nc1ccc(C2=NN(C(=O)c3ccco3)C(c3cccc(F)c3)C2)cc1 (stereo unspecified)
    3	6	-60	-25	-5	-6	3	8	19
C=CCn1c(=O)[nH]c2cc(C(=O)N3CCN(c4cc(C)ccc4C)CC3)ccc2c1=O
    7	-4	-6	-11	-11[20 µM]	-10	2	x	-3
CC(C)N1CC(C(=O)Nc2ccccc2)CC1=O (stereo unspecified)
    3	1	1	0	-15[20 µM]	5	0	1&4	19
CCOC(=O)C1CCN(C(c2cc(OC)c(OC)c(OC)c2)c2sc3nc(C)nn3c2O)CC1 (stereo unspecified)
    1	-3	4	-4	-11	3	-4	4	19
CC1(C)CC(=O)C2=C(C1)c1c(ccc3ncccc13)NC2c1cccs1 (stereo unspecified)
    6	3	-16	-11	-19	7	2	7	-11
O=c1c2c3c(sc2nc2n1CCC2)CCC3
    1	-3	-1	2	-14[20 µM]	-8	0	21	-6
COc1ccccc1[C@@H]1C(c2cccc(Cl)c2)=NN(c2ccccc2)[C@H]1C(=O)N1CCOC1=O
    6	7	-18	-9	-24	1	0	17	-4
O=C(NCCO)C1(c2ccccc2)CCCC1
    1	-1	-7	-6	-25[20 µM]	-2	-1	10	16
COC(=O)c1c(C)oc(C)c1S(=O)(=O)Nc1ccc(C(C)C)cc1
    8	5	-13	-10	-5	-1	-4	4	29
CC1CCC(NC(=O)C2c3ccccc3C(=O)N2Cc2ccc3c(c2)OCO3)CC1 (stereo unspecified)
    6	-6	-3	0	-22	-3	4	7	-9
COc1ccc(N2CCN(C(=O)CCS(=O)(=O)c3cccc4nsnc34)CC2)cc1
    0	10	-8	-12	-13	0	-3	3	13
O=C(NC(Nc1nc2ccccc2s1)(C(F)(F)F)C(F)(F)F)c1ccccc1
    2	-3	5	-8	-9[20 µM]	1	-1	11	13
Cc1ccc(Nc2ncccc2C(N)=O)cc1
    5	3	3	-6	-22	6	1	6	5
Cc1ccnn1CC(=O)N/N=C/c1ccc([N+](=O)[O-])s1
    -3	7	-16	-31	-8	-2	-2	12	14
COc1cc2c(cc1OC)CN(Cc1cc(OC)c(O)c(OC)c1)CC2
    8	-4	4	4	-22	-3	0	5	-13
Nc1cc(F)ccc1N1CCCCCC1
    57*	-1	12	2	-19	-5	39*	7	32
COCC(=O)N1CCN(c2cccc(Cl)c2)CC1
    2	7	16	5	-25	-3	-1	2	15
O=C(NC1CC2CCCC(C1)N2C(=O)Nc1ccccc1)c1ccncc1 (stereo unspecified)
    1	6	-10	-6	-26	-1	-5	9&9	-13
COc1ccccc1S(=O)Cc1ccc(C(=O)NCc2ccccc2Cl)o1 (stereo unspecified)
    4	-6	-15	-1	-7	-8	-1	17	-3
CCNC(=O)/C(C#N)=C/c1c(N2CCOCC2)nc2ccccn2c1=O
    5	7	10	-16	-15	0	-3	4	15
Cc1cc(C)nc(SCc2ccc(C(=O)N/N=C/C3CCCCC3)cc2)n1
    6	7	-8	14	-24	-12	-1	14	13
COc1ccc(NC(=O)Nc2nnc(-c3ccccc3SCc3ccccc3)s2)cc1
    5	5	-13	-15	-19[20 µM]	-3	2	12	13
CS(=O)(=O)c1cnc(-c2cccnc2)nc1N
    9	-3	-8	7	-7	7	5	3	31
O=C(C[n+]1cccc(/C=N/O)c1)N1CCCc2ccccc21
    6	5	-6	-2	-22	-6	4	3	27
CC(=O)c1ccc(N2CCC(c3cc(-c4ccc(Cl)cc4)n[nH]3)CC2)c([N+](=O)[O-])c1
    7	-3	-2	-14	-4[20 µM]	-5	0	20	9
CCCCn1c(=O)[nH]c(=O)c2c1nc(-c1ccc3ccccc3c1)n2CC
    11	-1	-5	-11	-47	-9	4	15	-12
Cc1cccc(NC(=S)NNC(=O)CC(C)O)c1C (stereo unspecified)
    1	0	-18	1	-15	-3	-2	5	-17
COc1ccccc1C(=O)n1nc(-c2ccccc2)nc1N
    2	2	-7	-6	-12[20 µM]	-3	-2	3	23
CC(C)(C)n1nc2c(c1NC(=O)Cc1cccc3ccccc13)CS(=O)C2 (stereo unspecified)
    2	3	-12	3	-26	6	-2	11	15
Cc1c(CCOC(=O)C23CC4CC(CC(C4)C2)C3)sc[n+]1CC#N
    0	0	-10	-1	-12	-6	-2	7	21
O=C(C1CCC(CNc2c(N3CCOCC3)c(=O)c2=O)CC1)N1CCN(c2ccccc2)CC1 (stereo unspecified)
    4	1	-6	5	-13	-2	-5	8	21
COc1ccc(S(=O)(=O)N2CCCC(C(=O)NCCC(C)C)C2)cc1 (stereo unspecified)
    4	1	-8	6	-16	-5	-1	8	-14
O=C(CSc1nnnn1-c1ccccc1)N1CCCc2ccccc21
    -1	3	-6	3	-23[20 µM]	0	-6	13	-2
Cc1cc(C)n(/N=C/c2ccco2)c(=O)c1C#N
    4	4	-2	4	7	1	-2	5	4
CCOC(=O)c1c(C)nc2cc(C)cc(C)n12
    0	2	-21	-1	-31	-10	-5	10	24
CCOC(=O)C1CCN(C/C=C/c2ccccc2OC)CC1
    0	0	-10	5	-10[20 µM]	-4	-6	8	22
COc1cc2c(cc1OC)CN(C(=O)c1cccc(S(=O)(=O)N(C)C)c1)CC2
    4	-4	-5	6	-11	-6	1	8	13
